Screening data: PubChem, several laboratories
Kir21 inh: inhibitors of mouse Kir2.1 inward-rectifier potassium channel | Inward rectifier potassium channel 2 (Mus musculus), P35561 | AID 1672, 2009 | B-score at 10 µM | 310,000 compounds, 0.85% hits | HEK293-Kir2.1, FluxOR thallium flux fluorescence; hits give low values;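 active means fluorescence ratio B-score at or below minus 3 SD of library scores, with starting-brightness B-score within 2 SD, cut at about -4.2 in these data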;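 further: channel flux triggered by added potassium and thallium sulfate stimulus; B-score of peak minus minimum fluorescence over baseline after thallium stimulus; more negative B-score means stronger Kir2.1 block with less thallium influx; some compounds called inactive have numbers as strong as hits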
Target sequence (P35561 whole entry, looked up): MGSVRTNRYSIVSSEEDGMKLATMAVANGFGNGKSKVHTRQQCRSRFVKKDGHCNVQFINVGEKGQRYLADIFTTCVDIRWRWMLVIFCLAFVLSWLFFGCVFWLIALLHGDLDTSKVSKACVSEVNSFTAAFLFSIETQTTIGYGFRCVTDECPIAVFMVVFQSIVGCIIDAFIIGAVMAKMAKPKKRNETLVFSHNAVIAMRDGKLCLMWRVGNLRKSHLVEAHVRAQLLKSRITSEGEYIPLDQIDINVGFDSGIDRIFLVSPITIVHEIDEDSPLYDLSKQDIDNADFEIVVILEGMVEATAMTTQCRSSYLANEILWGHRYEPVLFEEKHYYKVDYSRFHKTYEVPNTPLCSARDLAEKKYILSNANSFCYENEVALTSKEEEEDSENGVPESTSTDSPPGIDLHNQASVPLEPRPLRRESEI
KCNQ2 inh: KCNQ2 potassium channel inhibitors, primary screen, cell-based, CHO-K1, FluxOR thallium flux, B-score (AID 2156); 20 min; hits give low values; B-score at 10 µM; 310,000 compounds, 1.1% hits;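 active means fluorescence ratio B-score at most minus 3 library SDs, with starting brightness B-score within 2 library SDs, cut at about -5.5 in these data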
STK33 inh: inhibitors of purified STK33 kinase, primary screen, biochemical, ADP-Glo luminescence, homogeneous, cell-free; Serine/threonine-protein kinase 33 (Homo sapiens), Q9BYT3; MBP phosphorylation; inhibition, % at 10 µM; 320,000 compounds, 0.073% hits; AID 2661, 2010;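 active means inhibition at or above 25%, using the most active replicate where run in duplicate; inactive means inhibition below 25%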
Target sequence (Q9BYT3 whole entry, looked up): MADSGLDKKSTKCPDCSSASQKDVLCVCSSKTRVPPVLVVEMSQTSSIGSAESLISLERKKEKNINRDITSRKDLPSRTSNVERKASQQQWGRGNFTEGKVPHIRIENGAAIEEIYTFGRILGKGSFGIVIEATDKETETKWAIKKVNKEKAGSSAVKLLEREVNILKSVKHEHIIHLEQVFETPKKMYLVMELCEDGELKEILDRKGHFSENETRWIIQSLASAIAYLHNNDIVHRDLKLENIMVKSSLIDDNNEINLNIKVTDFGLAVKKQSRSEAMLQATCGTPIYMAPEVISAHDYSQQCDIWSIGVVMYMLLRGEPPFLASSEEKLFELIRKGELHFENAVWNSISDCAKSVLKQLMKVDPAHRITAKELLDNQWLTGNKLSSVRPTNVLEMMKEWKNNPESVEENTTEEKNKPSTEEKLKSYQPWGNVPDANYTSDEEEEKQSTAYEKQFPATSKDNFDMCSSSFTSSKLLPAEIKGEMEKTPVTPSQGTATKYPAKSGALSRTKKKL
The depositor's hits bear a star; i = inactive; . = no result given. Compounds as they come; about 1.9% have a hit in one of these screens.

Kir21 inh	KCNQ2 inh	STK33 inh	SMILES
-0.75	i	-1.1	O=C(CN1CCN(S(=O)(=O)c2ccc3ccccc3c2)CC1)NC(=O)NC1CCCCC1
-1.4	i	-0.8	Cc1ccc(-n2ncc3c(=O)[nH]c(SCC(=O)N4CCCC4)nc32)cc1C
1.4	i	-0.7	COc1ccccc1N1CCN(C(=O)c2ccc3[nH]c4c(c3c2)CC(C)CC4)CC1 (stereo not given)
-0.96	i	-2.7	CC(C)(C)OC(=O)N1CCC[C@H]1C(=O)N/N=C/c1ccc2nccnc2c1
0.77	i	0.8	COc1ccc(NS(=O)(=O)c2ccc(C)c(C(=O)NCC(c3cccs3)N3CCOCC3)c2)cc1 (stereo not given)
0	i	0.4	COc1cccc(-c2cc(C(=O)O)[nH]n2)c1
-0.14	i	-0.5	CC1CCCN(S(=O)(=O)c2ccc3c(c2)n(C)c(=O)c(=O)n3C)C1 (stereo not given)
0.48	i	-3.1	O=C(NCC1CCCO1)c1cc2ccccc2o1 (stereo not given)
-0.04	i	.	C#CCOCCOCCOCCNc1nc(N2CCN(C(=O)[C@H]([C@@H](C)CC)n3cc([C@@H](N)CC(C)C)nn3)CC2)nc(N2CCN(C(=O)[C@H](Cc3cc4ccccc4[nH]3)n3cc([C@@H](N)CC(C)C)nn3)CC2)n1
1.4	i	0.7	S=C(c1ccc(N2CCOCC2)cc1)N1CCCCC1
0.13	i	0.3	CCCC1CCC(C(=O)Nn2c(C)nc3ccccc3c2=O)CC1 (stereo not given)
0.05	i	-0.4	COc1cc(/C=N/NC(=O)c2cc(-c3ccccc3C)nc3ccccc23)cc(OC)c1O
0.81	i	-0.4	CCOC(=O)Cn1c(-c2cccnc2)nc(-c2ccccc2)c1-c1ccccc1
-0.59	i	0.0	Cc1ccc(C2=NN(CCC(=O)NCc3ccc4c(c3)OCO4)C(=O)CC2)cc1
-0.06	i	0.4	COC(=O)Cc1csc(Nc2ccc(Cl)cc2)n1
0.97	i	-0.8	O=c1c(Cc2ccc(Cl)cc2)c(O)ccn1Cc1cccs1
-0.18	i	0.6	COc1ccc2oc(=O)c(C(=O)NCCc3ccc(OC)c(OC)c3)cc2c1
0.05	i	0.6	COC(=O)c1ccc(C)c(NC(=O)CSc2sc3c(O)cc(=O)[nH]c3c2C#N)c1
1.6	i	-0.2	COc1ccc(-c2cc(=O)oc3cc(OCC(=O)NCc4ccccn4)ccc23)cc1
-3.2	i	-0.6	Cc1cc(C)cc(OCC(=O)Nc2ccc3c(c2)OCO3)c1
0.29	i	.	CC(C)c1c(O)c2c(n(-c3ccccc3)c1=O)CCCC2
1.5	i	-1.0	CN(C)c1ccc(S(=O)(=O)N2CCCCC2)cc1NC(=O)C1=COCCO1
0.02	i	-2.2	Cc1ccc(C(=O)N/C(=C/c2ccco2)C(=O)NCCc2c[nH]c3ccccc23)cc1C
-0.4	i	-0.5	NS(=O)(=O)c1ccc(CNC(=O)C(c2ccccc2)c2ccccc2)cc1
0.02	i	-2.0	O=C(NC(=S)Nc1ccccc1[N+](=O)[O-])c1cncc(Br)c1
1.2	i	0.3	COc1ccccc1CNC(=O)Cn1nc(C)c([N+](=O)[O-])c1C
-0.67	i	-1.3	O=[N+]([O-])c1ccccc1/C=N/Nc1nc(N2CCCC2)nc(N2CCCC2)n1
2.5	i	-1.5	COc1cc2[nH]c(=S)n(CC3CCCO3)c(=O)c2cc1OC (stereo not given)
-2	i	-0.2	CC(=O)c1cccc(NC(=S)N2CCC(Cc3ccccc3)CC2)c1
-1.6	i	0.3	Cc1ccccc1N(C)C(=O)c1coc(=O)c2ccccc12

More results follow.
Kir21 inh	KCNQ2 inh	STK33 inh	SMILES
-0.17	i	-0.6	COC(=O)c1ccc(Cl)c(NC(=O)CN(c2ccc(OC)cc2)S(=O)(=O)c2ccccc2)c1
0.78	i	0.7	O=C(CSc1nnc(-c2ccc(S(=O)(=O)N3CCOCC3)cc2)o1)c1ccccc1F
0.49	i	-1.5	CN1CCN(C(=O)C2CCCN(S(=O)(=O)c3ccc(F)cc3)C2)CC1 (stereo not given)
-1.7	i	0.8	Cc1cccc(Nc2nc(-c3ccc(O)cc3O)cs2)n1
0.01	i	-1.8	COc1cccc(CC(=O)Nc2nc(-c3cc(OC)ccc3OC)cs2)c1
1.8	i	0.9	COc1ccc(CN2CC(=O)N(c3cc(Cl)ccc3OC)C2=S)cc1OC
-0.2	i	.	CCCCCCCCNc1nc(Cl)nc(NCc2ccco2)n1
0.13	i	-2.2	Cc1nn(Cc2ccccc2Cl)c(C)c1N
0.73	i	.	CCOc1ccc(Cc2nnc(SCC(N)=O)n2C)cc1
0.93	i	-1.0	Nn1c(SCC(=O)Nc2ccc3c(c2)OCO3)nnc1-c1ccc(Cl)cc1
1.3	i	0.3	O=C(O)c1csc(-c2cccc(Cl)c2)n1
1.2	i	-1.3	COc1ccccc1NC(=O)CSc1nnc(Cc2cc(=O)[nH]c(=O)[nH]2)n1-c1ccccc1
0.48	i	0.2	COc1ccc(Cc2nc3ccc(C(=O)NCCc4cccc(C)n4)cc3o2)cc1
-2.2	i	-0.6	Cc1ccc(Cn2ncc(Cl)c(Cl)c2=O)cc1
-1.9	i	1.3	NCCCCCc1nnc(SC/C=C/c2ccccc2)o1
0.03	i	1.1	COc1ccc(NC(=O)c2sc(N)nc2-c2ccccc2)cc1
-1.4	i	0.3	O=C(COc1cccc(F)c1)Oc1ccc(C(=O)c2ccccc2)cc1
-0.49	i	0.4	O=C(Nc1ccc(Cl)cc1)N1CCN(c2ccc3nnc(-c4ccc(F)cc4)n3n2)CC1
-0.32	i	-0.1	Cc1ccc(Cl)cc1N(CC(=O)N1CCCCCC1)S(C)(=O)=O
0.23	i	-3.7	COc1cc(C2c3c(-c4cc(C)cc(C)c4O)n[nH]c3C(=O)N2CCCO)cc(OC)c1OC (stereo not given)
-0.81	i	0.3	COc1ccc(NC(=O)N(Cc2cc3cc(OC)ccc3[nH]c2=O)CC2CCCO2)cc1 (stereo not given)
0.97	i	0.2	CC(=O)Nc1ccc(S(=O)(=O)Nc2ccc(S(=O)(=O)N3CCCC3)cc2)cc1
0.73	i	-0.6	COC(=O)c1cccc(Nc2nc(-c3ccncc3)nc3ccccc23)c1
0.32	i	-2.0	COc1ccc(NC(=O)COC(=O)Cc2c(F)cccc2Cl)cc1OC
-1.8	i	0.3	COc1ccc2occ(C(=O)c3ccc(N)cc3)c2c1
0.92	i	-0.2	CCCc1cc(=O)[nH]c(SCC(=O)NN(c2ccccc2)c2ccccc2)n1
-0.7	i	-1.0	CCOP(=O)(c1ccc(N(C)C)cc1)C(O)c1ccc(Cl)cc1 (stereo not given)
0.47	i	-1.8	Clc1ccc2oc(-c3cccnc3)nc2c1
1.1	i	.	O=C(O)c1ccc(-c2nc(-c3cccc(C(F)(F)F)c3)cs2)cc1
-0.48	i	6.7	O=C1N=C(N2CCOCC2)S/C1=C/c1cc2c(cc1[N+](=O)[O-])OCO2

Entries shown so far that have a COOH group, in the order listed:
Kir21 inh	KCNQ2 inh	STK33 inh	SMILES
0	i	0.4	COc1cccc(-c2cc(C(=O)O)[nH]n2)c1
1.3	i	0.3	O=C(O)c1csc(-c2cccc(Cl)c2)n1
1.1	i	.	O=C(O)c1ccc(-c2nc(-c3cccc(C(F)(F)F)c3)cs2)cc1

Next records follow.
Kir21 inh	KCNQ2 inh	STK33 inh	SMILES
0.47	i	-0.8	COC(=O)c1ccc(C(=O)OC)c(NC(=O)COC(=O)C2CCCCC2)c1
-1.2	i	-0.5	COc1ccc(OC)c(C(=O)N2CCCC(Nc3ccc(F)cc3)C2)c1 (stereo not given)
2	i	-1.8	Cn1c(Cn2c(=O)sc3ccccc32)nnc1SCC(=O)NCC1CCCO1 (stereo not given)
1	i	-3.9	O=C(CN1CCOCC1)NCc1ccccc1Cl
0.52	i	-0.6	CCOc1ccccc1NC(=O)c1ccc2ccccc2c1
-2.8	i	-0.9	O=C(CN1C(=O)c2cccc3cccc1c23)N1CCN(c2cccc(Cl)c2)CC1
0.44	i	0.6	CCCCNC(=O)Nc1ccccc1C(=O)Nc1ccc(OC)cc1
-0.23	i	0.1	CC(C)CCN(C(=O)COc1ccc(C#N)cc1)c1c(N)n(Cc2ccccc2)c(=O)[nH]c1=O
1.3	i	-1.4	O=C(NCc1ccccc1)NC1CCCCC1
1.4	i	-2.3	CCN(CC)CCCOc1ccc(Cl)c(Cl)c1
0	i	4.9	COc1ccc(C2C3(C#N)C(N)=NC(OC)(OC)C23C#N)cc1 (stereo not given)
0.91	i	-1.5	CCOC(=O)C1=C(CSc2nc(C)ccc2C#N)OC(N)=C(C#N)C1c1cccc(OC)c1OC (stereo not given)
0	i	0.2	CC1Cc2ccccc2N1C(=O)COC(=O)CCc1nc2ccccc2c(=O)[nH]1 (stereo not given)
-1.6	i	-0.7	Cc1cc(=O)[nH]c(N2CCN(Cc3ccccc3)CC2)n1
-1.3	i	0.1	COc1cc(/C=N/NC(=O)Cc2ccccc2)cc([N+](=O)[O-])c1O
0.89	i	0.2	COc1ccc(-c2oc3ccc(N4CCOCC4)cc3c2C#Cc2ccc(N)cc2)cc1
1.9	i	-2.6	Cc1ccc(S(=O)(=O)Nc2cc(C(F)(F)F)ccc2N2CCOCC2)cc1C
1.4	i	-0.2	Cc1nc2ccccc2n1CC(=O)OCC(=O)NCCc1ccccc1
-1.9	i	-0.6	CN(C)c1ncnc(N(C)C)c1[N+](=O)[O-]
1.2	i	-1.5	COc1ccc(C2=NN3C(C2)c2ccccc2OC3c2cccs2)cc1 (stereo not given)
-0.05	i	1.2	Nc1cccc(-c2ccc(CO)o2)c1
0.24	i	1.2	CCc1nn(CC(=O)NCCN2CCN(C)CC2)c(=O)c2cc3c(OC)cccc3n12
0.92	i	0.7	O=C1NC2(CCCc3ccccc32)C(=O)N1CCOc1ccc(Br)cc1 (stereo not given)
-1.3	i	-1.6	Cc1ccc(/C=N/NC(=O)CN2CCN(Cc3ccccc3Cl)CC2)o1
1.3	i	-1.2	COc1ccc(N2CCN(C(=O)NCc3ccc(C)cc3)CC2)cc1
-2.3	i	-1.9	Cc1onc(-c2ccccc2)c1C(=O)NC(=S)NNC(=O)c1ccccc1O
0.18	i	0.0	CCOC(=O)CSc1nc(N2CCOCC2)c2c(c1C#N)CC(C)(C)OC2
-0.03	i	13	c1ccc2c(-c3csc(-c4ccncc4)n3)c[nH]c2c1
-1.8	i	-2.4	O=C1CSC(c2cccc([N+](=O)[O-])c2)N1CCc1ccccc1 (stereo not given)
0.23	i	0.1	CCOC(=O)C1CCN(Cc2ccc(OC)c(C)c2OC)CC1

Molecules listed so far that have bromine (2):
Kir21 inh	KCNQ2 inh	STK33 inh	SMILES
0.02	i	-2.0	O=C(NC(=S)Nc1ccccc1[N+](=O)[O-])c1cncc(Br)c1
0.92	i	0.7	O=C1NC2(CCCc3ccccc32)C(=O)N1CCOc1ccc(Br)cc1 (stereo not given)

Profiles, quoted from the list. Values in the order: Kir21 inh	KCNQ2 inh	STK33 inh
CC(C)CCN(C(=O)COc1ccc(C#N)cc1)c1c(N)n(Cc2ccccc2)c(=O)[nH]c1=O across the screens: -0.23	i	0.1
O=C1NC2(CCCc3ccccc32)C(=O)N1CCOc1ccc(Br)cc1 (stereo not given) across the screens: 0.92	i	0.7
CN(C)c1ncnc(N(C)C)c1[N+](=O)[O-] across the screens: -1.9	i	-0.6
CCc1nn(CC(=O)NCCN2CCN(C)CC2)c(=O)c2cc3c(OC)cccc3n12 across the screens: 0.24	i	1.2
COC(=O)c1ccc(C(=O)OC)c(NC(=O)COC(=O)C2CCCCC2)c1 across the screens: 0.47	i	-0.8

Remaining list, next part
Kir21 inh	KCNQ2 inh	STK33 inh	SMILES
-0.04	i	0.1	Cc1cc2nncn2c(Cc2ccccc2)n1
-0.11	i	-0.6	Cc1ccc(NC(=O)c2cccc(N3C(=O)C4C5C=CC(C5)C4C3=O)c2)cc1C (stereo not given)
0.15	i	-1.1	CC(=O)C1=C(c2ccccc2)NC(=O)NC1c1ccc(O)c(O)c1 (stereo not given)
0.34	i	-0.1	Cc1cc(C)c(C(=O)C2OC(=O)C(C)(C)C(=O)C2(C)C)c(C)c1 (stereo not given)
0.39	i	4.4	Cc1ccc(NS(=O)(=O)c2ccc(-c3cnc(C4CC4)o3)cc2)cc1
-0.03	i	-0.7	Cc1cccc(N(C)S(=O)(=O)c2nnc(NC(=O)c3ccco3)s2)c1
0.05	i	-1.6	COc1cc(OC)cc(C(=O)N2CCN(c3ccc(N4CCOCC4)nn3)CC2)c1
0.36	i	0.0	COc1cccc(-c2nnc(-c3ccc(C)o3)o2)c1
2.7	i	-1.2	CC1Cc2nc(SCC(=O)Nc3ccc4c(c3)OCO4)n(Cc3ccccc3)c(=O)c2S1 (stereo not given)
-0.04	i	2.5	COCC(C)NC(=O)CSc1nnc(-c2cccc(S(=O)(=O)N3CCCCC3)c2)o1 (stereo not given)
-0.01	i	-0.1	CN1CCN(C(=O)c2ccccc2NC(=O)c2cccc(Cl)c2)CC1
0.48	i	4.5	COc1ccc(N(C(=O)CNC(=O)c2ccco2)C(C(=O)NC2CCCC2)c2ccncc2)cc1 (stereo not given)
-1.4	i	0.9	CCCSc1nc(C)cc(C)c1S(=O)(=O)c1ccccc1C
-0.04	i	-2.2	COC(=O)c1cc(-c2ccc(OC)c(OC)c2)on1
